Screening data: PubChem BioAssay, National Center for Advancing Translational Sciences (NCATS)
Tb PYK inh: blocks Trypanosoma brucei pyruvate kinase; Q57TT1; TbPYK enzyme, Kinase-Glo Plus ATP luminescence, 45 min; Potency, µM (doses to about 76.8 µM), for the others: at the top dose activity, negative = inhibition, usual class: inhibitors; 410,000 tested, 0.12% active; also: nearly all actives have a fitted effect of over 50% in size
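Assay buffer: 50 mM TEA pH 7.2, 100 mM KCl, 10 mM MgCl2, 0.05% BSA, 0.01% Tween-20. Pyruvate kinase from T. brucei plus substrate met compound, then ADP (130 uM final). Luminescence was read post 45 min RT.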
Pf growth 96h: P. falciparum growth inhibition at 96 hour, primary screen for plastid delayed-death inhibitors; Potency, µM (top dose mostly 28.7 µM), without a hit: top-dose activity change, negative = inhibition, most hits filed as inhibitors; P. falciparum luciferase reporter growth, 96 h; 320,000 tested, 6.9% active; AID 504834
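Cell-based qHTS: luciferase-tagged P. falciparum in erythrocytes (2% hematocrit, 0.05% parasitemia final) incubated with compounds for 96 hours, 37 C, 5% CO2; luciferase detection reagent then added and luminescence measured.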
LmPK inh: blocks Leishmania mexicana pyruvate kinase activity. Potency, µM (top dose mostly 57.5 µM), for inactives: at the highest dose activity change, negative = inhibition, actives largely listed as inhibitors. AID 1721. 290,000 tested, 0.37% active. Q27686. purified LmPK, Kinase-Glo ATP luminescence, 1 h
Target sequence (Q27686 whole entry, looked up): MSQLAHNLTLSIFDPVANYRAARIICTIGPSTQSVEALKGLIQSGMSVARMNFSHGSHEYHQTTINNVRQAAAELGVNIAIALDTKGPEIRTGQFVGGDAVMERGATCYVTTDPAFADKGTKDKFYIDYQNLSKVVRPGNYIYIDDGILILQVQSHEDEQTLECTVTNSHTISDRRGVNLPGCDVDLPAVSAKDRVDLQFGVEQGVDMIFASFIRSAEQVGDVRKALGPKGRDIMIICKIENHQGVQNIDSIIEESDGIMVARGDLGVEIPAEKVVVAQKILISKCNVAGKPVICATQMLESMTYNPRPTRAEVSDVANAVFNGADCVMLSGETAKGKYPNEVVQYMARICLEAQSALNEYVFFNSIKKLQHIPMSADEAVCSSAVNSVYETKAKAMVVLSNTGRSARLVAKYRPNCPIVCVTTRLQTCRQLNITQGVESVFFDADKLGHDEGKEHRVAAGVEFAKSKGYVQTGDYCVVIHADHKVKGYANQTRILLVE
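qHTS format; LmPK 0.1 nM; substrates PEP 0.5 mM and ADP 0.1 mM. One-hour room-temperature incubation, then coupled luciferase luminescence; 0.5 nM enzyme wells mark activation.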
Sm TGR inh: S. mansoni TGR enzyme inhibition; purified TGR, DTNB reduction, TNB absorbance 405 nm; Q962Y6; 360,000 tested, 3% active; Potency, µM (titrated, usually from 114 µM), without a hit: at the top dose activity change, negative = inhibition, usual class: inhibitors; also: nearly all actives have a fitted effect of over 60% in size
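TGR 20 nM + NADPH 100 uM (dispensed conc.), cpd preinc 15 min RT; start with NADPH (500 uM addition) then DTNB (15 mM addition). Kinetic TNB absorbance, 405 nm filter. Four-parameter Hill fit across titration.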
HCV inh: inhibitors of hepatitis C virus infection | Huh7.5.1 HCVcc-Cre infection, luciferase reporter, 44 h | 340,000 tested, 3.4% active | Potency, µM (titrated, usually from 41.8 µM), inactives show top-dose activity change, negative = inhibition, hits mostly inhibitors
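1,000 cells/well; 4 h culture; + compound; + HCVcc-Cre (~0.5 moi); 44 h; luciferase substrate, RT 15 min; read 15 sec.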
Pf growth 48h: inhibits P. falciparum growth in the first generation, 48 h; P. falciparum luciferase growth in erythrocytes, 48 h; Potency, µM (highest dose often 28.7 µM), for the others: at the top dose activity change, negative = inhibition, hits mostly inhibitors; 310,000 tested, 5.9% active; AID 504832
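First compound was added to culture medium, then infected red cells at 0.1% parasitemia and 2% hematocrit (final). After incubation at 37 C under 5% CO2, luciferase detection reagent was dispensed and light output recorded.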
Active calls of the source: *; ? = inconclusive; · = not tested or not shown; [ ] = remark or other dose. Calls follow the shape of the dose curve; as a rule, active = well fitted curve in the direction sought with a large enough effect; inconclusive = small, poorly fitted or top-dose-only effect, or another doubt; inactive = no such curve, though single readings can be large; an effect the other way counts as inactive or inconclusive. % is scaled to controls: 0 for no effect and ±100 for the full control effect; potency is read from the fitted curve at half-maximal effect.

SMILES	Tb PYK inh	Pf growth 96h	LmPK inh	Sm TGR inh	HCV inh	Pf growth 48h
CCOC(CCn1ccc(O)c(Cc2ccc(Cl)cc2)c1=O)OCC	1%	-29%	-2%	1%	-3%	?
CCOC(=O)NC(=O)/C(C=Nc1ccc(Cl)cc1)=C(\C)O	3%	0%	-5%	-15%	12%	7%
CCC(=O)Nc1ccc(C(=O)CSc2nnc(-c3ccc(O)cc3)n2CC2CCCO2)cc1OC (centres undefined)	0%	42%[activator]	2%	35%	9%	-2%
C#CC1(NC(=O)NC(C)C)CCCCC1	-11%	27%	-2%	·	-3%	7%
Cc1ccc(C)c(OCCCC(=O)Nc2nccs2)c1	-23%	?	1%	0%	13µM*	?
CCOC(=O)C1CCN(C(=O)COc2ccc(N(C)S(=O)(=O)c3cccs3)cc2)CC1	4%	-18%	0%	-3%	21%	-1%
CCOC(=O)/C=C/C(=O)Nc1ccccc1-c1ccccc1NC(=O)/C=C/C(=O)OCC	-12%	?	0%	13µM*	13µM*	4.7µM*
C=C(C)C1CC=C(CN2CCN(Cc3ccccc3)CC2)CC1 (centres undefined)	-21%	170%[activator]	-1%	8%	-6%	-17%
CC(C)COCC1CC2(CC(C)C(=O)CC2=O)C(=O)O1 (centres undefined)	7%	·	1%	9%	9%	11%
Cc1ccc(C(=O)Nc2cccnc2Oc2ccc(Cl)cc2)cc1	-3%	?	4%	10%	3%	13%
O=C(CSCc1nc2ccccc2[nH]1)N1CCN(c2ccc(F)cc2)CC1	-6%	-27%	2%	?	13µM*	?
Cc1ccc(NC(=O)c2cc3ccccc3cc2O)cc1	0%	?	2%	-3%	?	?
CC(=O)OC1(c2ccccc2)CCN(C2CCCCC2)CC1C (centres undefined)	2%	?	0%	2%	7%	-33%
CCOC(=O)/C(C#N)=C/c1c(N2CCN(c3ccccc3)CC2)nc2ccccn2c1=O	1%	?	2%	2%	-1%	23%
COc1ccc(NC(=O)c2cc(C)no2)cc1Cl	3%	3.7µM*	1%	-9%	-8%	4.1µM*
COc1cccc(NC(=O)c2c(F)cccc2F)c1	-7%	164%[activator]	·	5%	9%	95%[activator]
O=C(CC1C(=O)NCCN1Cc1ccccc1)NCCN1CCCCC1=O (centres undefined)	1%	43%[activator]	2%	?	11%	19%
Cc1ccc(/C=N/NC(=O)Nc2ccccc2)o1	-6%	?	-7%	-4%	15%	199%[activator]
Cn1c(SCC(=O)Nc2cccc(O)c2)nnc1-c1ccc(S(=O)(=O)N2CCOCC2)cc1	4%	?	3%	12%	4%	7%
CC(Oc1ccc(-n2cnnn2)cc1)C(=O)O (centres undefined)	-5%	19%	-4%	4%	8%	4%
Cc1ccc(NC(=O)C2C3C=CC4(O3)C2C(=O)N(CCCN2CCCCC2)C4C(=O)NC2CCCCC2)cc1Cl (centres undefined)	-14%	?	1%	-9%	-19%	?
FC(F)(F)c1cc(Cl)c2nc(-c3ccccc3)cn2c1	3%	136%[activator]	-15%	-3%	-25%	235%[activator]
Oc1ccc(/C=N\Nc2nncc(-c3ccccc3)n2)cc1	5%	2.3µM*	-2%	4%	?	?
O=C(/C=C/c1ccccc1)NNC(=O)C1CC1	4%	18%	5%	-6%	19%	·
COc1ccccc1OCC(=O)NCc1n[nH]c(=O)c2ccccc12	7%	34%[activator]	·	2%	13%	34%[activator]
O=C1CCCCc2sc(Br)c([N+](=O)[O-])c2N1	3%	0%	0%	0.79µM*	?	0%
CCC(NC(=O)CNC(=O)CNC(=O)c1ccc(Cl)cc1Cl)c1ccc(C)cc1 (centres undefined)	0%	29%	6%	-10%	-9%	35%[activator]
O=C(Oc1ccccc1)Oc1ccc2c(c1)oc(=O)c1ccccc12	10%	37%[activator]	3%	3%	?	33%[activator]
Cc1ccnc2nc(C(=O)Nc3cc(Cl)ccc3N3CCOCC3)nn12	-2%	0.23µM*	3%	10%	-15%	0.15µM*
Cc1ccc(-n2c(-c3ccccc3)cc(/C=N/NC(=O)CC#N)c2-c2ccccc2)cc1	·	-19%	2%	-3%	·	?
CC(=O)COC(=O)c1ccc2noc(-c3ccccc3)c2c1	-1%	39%[activator]	-7%	-24%	-18%	28%
COc1ccc(-n2c(=O)c3c4c(sc3n(CC(=O)NCc3ccco3)c2=O)CCC4)c(OC)c1	-11%	6%	-1%	?	13µM*	?
CN1C(C(=O)NCc2ccccc2)CC2Cn3c(nc4ccccc43)C21 (centres undefined)	-1%	-8%	3%	-8%	?	37%[activator]
Cn1c2ccccc2c(=O)c2cc(C#Cc3ccc(N)cc3)ccc21	1%	?	-1%	1%	?	56%[activator]
COc1cc(/C=N/NC(=O)c2cc(-c3cccs3)nc3ccccc23)ccc1O	-1%	?	-8%	-4%	-11%	?
CCOc1ccc(-c2csc(Cn3c(CN4CCN(C)CC4)nc4ccccc4c3=O)n2)cc1	-1%	?	3%	4%	?	?
Cc1sc2ccc3sccc3c2[n+]1C	8.9µM*	15µM*	1%	-2%	-2%	-4%
COc1ccc(C(=O)N/N=C/c2sc(N3CCOCC3)nc2-c2ccccc2)cc1OC	0%	?	-6%	5%	?	?
O=C(OCC(F)(F)F)c1cccc(COc2ccc3ccccc3c2)c1	-3%	243%[activator]	-6%	7%	0%	·
COc1ccc(C2(O)CC3CCC(C2)N3c2nc(C)cc(C)c2C#N)cc1 (centres undefined)	1%	-81%	6%	3%	?	-7%

(continued)
The line under a structure holds: Tb PYK inh | Pf growth 96h | LmPK inh | Sm TGR inh | HCV inh | Pf growth 48h
Cc1ccccc1NC(=O)c1c2c(nc3ccccc13)CCC2
  -2% | -21% | 7% | -10% | -15% | 15%
O=C(COc1ccc2ccccc2c1Br)N1CCCC1
  1% | ? | -8% | -15% | -2% | 20%
Cc1nc(CNS(=O)(=O)c2ccc(Oc3ccccc3)cc2)cs1
  4% | 96%[activator] | 0% | 16% | ? | -13%
O=C(O)C1CCCCC1C(=O)Nc1ccccn1 (centres undefined)
  -12% | 18% | 2% | 2% | 11% | 10%
O=C(Nc1ccc(Cl)cn1)c1ccc([N+](=O)[O-])o1
  -5% | 11% | ? | · | ? | ?
O=C(COc1ccc(F)c(Cl)c1)N1CCN(c2ccccn2)CC1
  -2% | -10% | -8% | -9% | 5% | -8%
Cc1csc(-c2cnn(-c3ccccc3)c2NC(=O)c2ccccc2)n1
  -8% | ? | 10% | 3%[11.4 µM] | -27% | ·
COc1ccc(N(C)S(=O)(=O)c2cccc(C(=O)NC3CCCC3)c2)cc1
  -6% | ? | 2% | 2% | ? | 10µM*
CC1(C)Cc2c(cnn2-c2ccc(F)cc2)C(NC(=O)CCN2CCCCO2)C1 (centres undefined)
  -2% | ? | -2% | -30% | 1% | -24%
COc1ccc(OCCSc2nnc(C)n2-c2ccccc2)cc1
  -3% | ? | 2% | -1% | 1% | ?
CC(=O)c1c(N2CCN(Cc3ccccc3)CC2)nc(=S)n(-c2ccccc2)c1C
  2% | 1% | -1% | -27% | -22% | -3%
c1ccc(C2OC3c4cccc5cccc(c45)C3N2c2ccccc2)cc1 (centres undefined)
  -15% | -9% | 7% | -1% | 4% | 0%
O=C(Nc1ccccc1)N1CC2CC(C1)c1cccc(=O)n1C2 (centres undefined)
  -6% | -4% | -4% | -10% | -1% | 13%
COc1ccccc1CNC(=O)c1ccc(NS(=O)(=O)c2c(C)noc2C)cc1
  0% | 27% | 1% | 3% | 9% | -3%
Cc1ccc(C)c(NC(=O)CN(C)C(=O)c2cc3ccccc3o2)c1
  2% | 3.3µM* | 2% | 0% | 11% | 2.3µM*
COc1ccc(NC(=O)C2CCCN2S(=O)(=O)c2ccc(F)cc2)cc1 (centres undefined)
  2% | ? | 0% | 0% | 0% | ·
Cn1c(SCc2ccc(F)cc2)nnc1-c1ccncc1
  5% | ? | 0% | -8% | 13% | -20%
CCn1c(Oc2cccc(Br)c2)nc2c1c(=O)n(C)c(=O)n2C
  5% | ? | 0% | -2% | -8% | ?
O=C(NCCC1CCCC1)c1cccs1
  8% | -24% | -5% | 11% | -8% | 87%[activator]
CC(Cc1nnc(SCC(=O)O)n1N)c1ccccc1 (centres undefined)
  -2% | 0% | -3% | -17% | 12% | -8%
COc1ccc(NC(=O)c2ccco2)c([N+](=O)[O-])c1
  -1% | -10% | -7% | -13% | -6% | 132%[activator]
CCOc1ccccc1Nc1ccnc2cc(Cl)ccc12
  -6% | 21% | 6% | 10% | ? | 2.6µM*
Cc1ccc(NS(=O)(=O)c2ccc(C(=O)N3CC(C)OC(C)C3)cc2)cc1 (centres undefined)
  1% | 13µM* | -2% | 3% | -16% | ?
Cc1[nH]nc2c1C(c1ccc(F)cc1)C(C#N)=C(N)O2 (centres undefined)
  9% | ? | -4% | -31% | 12% | 9%
O=C(CNc1ccc(Br)cc1)c1ccc(Br)s1
  0% | 30% | 7% | -25% | 3% | 10%
O=C(c1cccc(C(F)(F)F)c1)N1CCCCCC1
  -5% | ? | -2% | 5% | 10% | 23%
CSc1ccc(CN2CCN(C3CCCC3)C(CCO)C2)cc1 (centres undefined)
  3% | 169%[activator] | 5% | -10% | -1% | 56%[activator]
COc1ccc(CCNC(=O)c2cnn3ccccc23)c(OC)c1OC
  -6% | 2% | 0% | 6% | -30% | 0%
Cc1cc([N+](=O)[O-])nn1CC(=O)Nc1c(C)n(C)n(-c2ccccc2)c1=O
  20% | 3% | 8% | -3% | 1% | 9%
O=C1N=C(N2CCN(c3ccccc3)CC2)S/C1=C/c1cccs1
  0% | 13µM* | 2% | 0% | 0% | -17%

Quoted at random: 4 records from the list, in no set order.
The line under a structure holds: Tb PYK inh | Pf growth 96h | LmPK inh | Sm TGR inh | HCV inh | Pf growth 48h
O=C(c1cccc(C(F)(F)F)c1)N1CCCCCC1
  -5% | ? | -2% | 5% | 10% | 23%
COc1ccc(NC(=O)C2CCCN2S(=O)(=O)c2ccc(F)cc2)cc1 (centres undefined)
  2% | ? | 0% | 0% | 0% | ·
COc1ccc(N(C)S(=O)(=O)c2cccc(C(=O)NC3CCCC3)c2)cc1
  -6% | ? | 2% | 2% | ? | 10µM*
Cn1c(SCc2ccc(F)cc2)nnc1-c1ccncc1
  5% | ? | 0% | -8% | 13% | -20%

The listing continues.
The line under a structure holds: Tb PYK inh | Pf growth 96h | LmPK inh | Sm TGR inh | HCV inh | Pf growth 48h
Cn1c(CC(=O)NC(C)(C)CO)c(Sc2ccccc2)c2ccccc21
  14% | -11% | 1% | -6% | -6% | -6%
Cc1noc(C)c1CCC(=O)N1CCCC(N2CCN(c3ccc(F)cc3)CC2)C1 (centres undefined)
  8% | ? | -8% | 2% | -7% | -28%
C[C@@]12C(=O)Nc3cc(Cl)ccc3C(=O)N1[C@H]1c3ccccc3OC[C@@H]1[C@@H]2c1ccccc1
  2% | 9.3µM* | · | -15% | ? | ?
CC(=O)c1cccc(OCc2cc(C(=O)N3C[C@@H](C)O[C@@H](C)C3)no2)c1
  1% | ? | 5% | 3.2µM* | ? | 19%
Fc1ccc(Cn2nnnc2CN2CCc3ccccc3C2)cc1
  3% | -13% | -1% | -17% | ? | -14%
Nc1ccn(CC(=O)NCc2ccc3[nH]ccc3c2)c(=O)n1
  -2% | 27% | · | -13% | 17% | 41%[activator]
